From PubChem
CAL PDZ FP-1 = blocks peptide binding to human CAL PDZ domain; purified CAL PDZ, TMR-peptide fluorescence polarization, 1 h; inhibition, % at 20 µM; 330,000 tested, 0.02% active; AID 504414;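 active = highest replicate inhibition of at least 40%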;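 also: plate controls were DMSO neutral control wells for no effect and unlabeled competitor peptide control wells for full effect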
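Control set: unlabelled peptide and DMSO controls / Material: purified CerCALP PDZ construct / Timing: 1 h incubation at room temperature before polarization reading / Doses: 20 µM, one dose / Detection: fluorescence polarization (mP)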
SR-BI uptake up = SR-BI HDL lipid transfer activation; activation, % at 12.5 µM; AID 504775; CHO ldlA[mSR-BI] cells, DiI-HDL uptake fluorescence, 3 h; 100 = double the neutral-control signal; 320,000 tested, 0.096% active;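 active = mean replicate activation of at least 60% and every replicate at or above 60%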;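 also: 0% = median plate neutral-control signal and 100% = twice that signal; values of inactives mirror those of a sister screen read the other way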
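Test system: SR-BI-overexpressing, LDLR-lacking CHO cells; Also added: labelled HDL, 10 µg/mL; Measured by: bottom-read cell fluorescence after medium removal, ex 550/em 595 nm; Timing: 3 h uptake period with compound, 37 °C; Buffer or medium: F12, 0.5% BSA, 25 mM HEPES; Doses: single compound concentration, delivered by pin transfer.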
cardiac RTF act = increases calcium sensitivity of human cardiac regulated thin filaments; AID 493008; 340,000 tested, 0.24% active; activation, % at 7.2 µM; IANBD-labeled TnC RTF fluorescence at EC20 calcium; 0% EC20 calcium, 100% full calcium;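 active = activation above the mean over all tested compounds plus 3 SD, cut at about 30% in these data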;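 also: rise in fluorescence read as greater calcium sensitivity of cardiac thin filaments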
Rtt109 HAT inh = inhibitors of Candida albicans Rtt109/Vps75 histone acetyltransferase | Q5AAJ8 | purified Rtt109/Vps75, ThioGlo CoA-SH fluorescence, 4 h | inhibition, % at 34.9 µM | 330,000 tested, 0.16% active | AID 540336;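 active = inhibition of at least 50% in every replicate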
Target sequence (Q5AAJ8 whole entry, looked up): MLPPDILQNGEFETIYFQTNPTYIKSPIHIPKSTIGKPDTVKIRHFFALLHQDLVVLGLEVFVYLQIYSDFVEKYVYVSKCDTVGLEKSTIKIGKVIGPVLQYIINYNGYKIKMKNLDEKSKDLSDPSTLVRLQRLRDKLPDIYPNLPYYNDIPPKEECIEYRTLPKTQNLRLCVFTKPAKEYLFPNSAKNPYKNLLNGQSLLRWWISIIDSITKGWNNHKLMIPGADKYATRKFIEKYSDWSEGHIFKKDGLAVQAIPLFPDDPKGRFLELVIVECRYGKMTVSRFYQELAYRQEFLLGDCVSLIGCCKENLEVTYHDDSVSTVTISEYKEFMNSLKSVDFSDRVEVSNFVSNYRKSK
DAGLB inhibitor = blocks human DAGLB lipase activity; Q8NCG7; HEK293T DAGLB membrane lysate, EnzChek fluorogenic substrate; inhibition, % at 5.17 µM; 340,000 tested, 0.059% active; AID 504411; in the data active = inhibition above about 34%;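 also: 0% = enzyme with vehicle and 100% = wells lacking enzyme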
Target sequence (Q8NCG7 whole entry, looked up): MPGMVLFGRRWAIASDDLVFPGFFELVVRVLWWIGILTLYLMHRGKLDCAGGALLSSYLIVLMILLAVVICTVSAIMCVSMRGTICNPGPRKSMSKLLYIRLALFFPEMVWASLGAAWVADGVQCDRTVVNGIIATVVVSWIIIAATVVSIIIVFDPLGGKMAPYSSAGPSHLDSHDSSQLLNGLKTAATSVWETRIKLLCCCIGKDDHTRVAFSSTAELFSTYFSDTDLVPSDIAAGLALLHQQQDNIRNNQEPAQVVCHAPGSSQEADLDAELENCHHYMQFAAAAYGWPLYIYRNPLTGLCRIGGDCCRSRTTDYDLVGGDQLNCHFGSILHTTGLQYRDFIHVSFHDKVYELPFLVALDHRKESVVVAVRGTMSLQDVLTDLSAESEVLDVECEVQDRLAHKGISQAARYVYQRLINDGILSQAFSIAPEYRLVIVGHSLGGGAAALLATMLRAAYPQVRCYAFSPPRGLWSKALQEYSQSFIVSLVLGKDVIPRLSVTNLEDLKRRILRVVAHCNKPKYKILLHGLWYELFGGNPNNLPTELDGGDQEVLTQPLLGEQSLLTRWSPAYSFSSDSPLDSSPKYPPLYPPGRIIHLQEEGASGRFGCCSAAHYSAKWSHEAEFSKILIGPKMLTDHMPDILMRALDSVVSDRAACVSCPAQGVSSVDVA
Keap1-Nrf2 PPI = inhibitors of human Keap1-Nrf2 protein-protein interaction; inhibition, % at 9.4 µM; Keap1 Kelch-Nrf2 peptide fluorescence polarization, 1536-well; 340,000 tested, 0.15% active; in the data active = inhibition above about 12%;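 also: human Keap1 Kelch domain with fluorescein labeled Nrf2 9mer peptide probe; 0% = neutral control wells and 100% = peptide positive control; higher means more block of Keap1 binding to Nrf2 peptide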
CAL PDZ FP-2 = inhibitors of human CAL PDZ peptide binding. AID 602252. purified CAL PDZ, TMR-peptide fluorescence polarization, 1 h. Q9HD26. 300,000 tested, 0.92% active. inhibition, % at 24.9 µM;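 active = mean inhibition of at least 30% with at least half of replicates also reaching 30%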;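 also: 0% = DMSO neutral control and 100% = excess unlabeled competitor peptide PRC23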
PKA-R2B activ = PKA-R2B complex activation; PKA-R2B holoenzyme dissociation, Cy5-IP20 fluorescence polarization; R2B truncated from residue 108, S112A mutant; 0% DMSO only, 100% 113 µM cGMP; activation, % at 11.4 µM; 340,000 tested, 0.079% active; AID 504700;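 active = activation above a cutoff set at the mean over all compounds plus 3 SD, cut at about 18% in these data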;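 also: higher means more holoenzyme dissociation and a rise in polarization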
Cardiac RTF inh = cardiac RTF calcium desensitization; IANBD-labeled cardiac RTF, Ca2+ fluorescence; inhibition, % at 7.15 µM; 340,000 tested, 0.12% active;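 active = inhibition above the mean inhibition of all tested compounds plus 3 SD, cut at about 17% in these data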;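 also: assay run at fixed EC70 calcium of 1.6 mM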
LANA DNA inh = inhibitors of KSHV LANA C-terminal domain DNA binding; MBP-C-LANA/FAM-LBS DNA binding, fluorescence polarization; AID 504423; 340,000 tested, 0.078% active; inhibition, % at 9 µM;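 active = highest replicate inhibition at or above 60% at 9 µM, even if other replicates fall short; inactive = all replicates below 60% inhibition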;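 also: 0% = neutral control wells and 100% = 4 µM acridine orange control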
* hit, by the source's call; · = no result given.

SMILES	CAL PDZ FP-1	SR-BI uptake up	cardiac RTF act	Rtt109 HAT inh	DAGLB inhibitor	Keap1-Nrf2 PPI	CAL PDZ FP-2	PKA-R2B activ	Cardiac RTF inh	LANA DNA inh
O=C(NCc1ccccc1CN1CCCC1)c1cccc(S(=O)(=O)N2CCCC2)c1	-0.4	-2	0	-2	-1	-4	-2	-4	2	-3.3
COc1ccc(S(=O)(=O)N2CCOC2CNC(=O)C(=O)NCc2ccncc2)cc1C (stereo not given)	-3.1	20	-1	2	2	-3	5	-7	-15	-0.6
Cc1nnc(NC(=O)c2c(-c3ccccc3Cl)noc2C)s1	·	15	3	-1	-1	-1	-1	-1	1	1.0
Cc1nnc(CN(C)C(=O)CC2C(=O)NCCN2Cc2ccccc2C)o1 (stereo not given)	-0.7	1	-2	6	1	4	-2	-6	0	-1.1
N#Cc1cccc(S(=O)(=O)Nc2c(NC3CCCCC3)c3ccccc3oc2=O)c1	-0.6	1	2	5	5	2	-8	-5	-5	0.0
O=C(NCCc1c[nH]c2ccccc12)C(=O)NCC(c1ccco1)N1CCN(c2ccc(F)cc2)CC1 (stereo not given)	0.4	-28	8	0	5	-1	-2	-12	11	5.3
CC(=O)NC(CC(=O)Nc1nc(-c2ccc(N(C)S(C)(=O)=O)cc2)cs1)c1ccccc1 (stereo not given)	-8.1	-40	-4	6	-1	-4	-7	-4	-28	-2.6
COC(=O)c1cc(-c2ccc(F)cc2)n(-c2ccccc2)n1	0.5	-22	6	1	-4	4	-7	3	-8	0.1
O=C(COc1ccccc1F)Nc1ccc(S(=O)(=O)N2CCCC2)cc1	0.4	6	2	-5	-2	-9	-2	-12	3	-1.2
Cc1cccc(OC2(c3ccccc3)OC(=O)c3ccccc32)c1C (stereo not given)	-0.6	5	-4	10	-9	-2	-3	1	-4	-0.9
COc1ccc(NC(=S)NCCc2ccc(Cl)cc2)c(OC)c1	-1.6	-36	-4	3	1	-1	-4	-6	1	-0.4
O=S(=O)(c1ccccc1)c1nc(Cc2ccccc2)oc1N1CCOCC1	-1.4	10	-3	5	-6	-20	-5	-3	-4	-1.5
O=C(COc1cc(=O)n2c(n1)SCCC2)c1ccccc1	-0.8	-16	-1	-4	-1	1	2	11	-1	2.4
CN(c1ccc(C(=O)N2CCN(Cc3ccccc3)CC2)cc1)S(=O)(=O)c1ccccc1	-0.4	·	-3	2	0	-1	-4	2	-5	-0.3
O=c1[nH]c(C2CCN(S(=O)(=O)c3ccc([N+](=O)[O-])cc3)CC2)nc2c1nnn2Cc1ccccc1	-2.5	·	7	6	-1	-1	-2	2	-7	-2.6
O=C1CCNCCN1[C@H](CO)c1ccccc1	-0.2	4	-3	4	-4	-2	0	-6	1	-1.2
O=C(CSc1cn(CCNC(=O)c2ccccc2F)c2ccccc12)NCC1CCCO1 (stereo not given)	-1.8	0	-4	-5	2	2	-3	5	2	0.3
c1cnn(-c2cc(N3CCOCC3)ncn2)c1	-0.4	-7	-3	-4	0	-3	·	-7	-3	0.4
CC1CCCCN1S(=O)(=O)c1ccc2c(c1)CCN2C(=O)C1CCC1 (stereo not given)	-0.9	-27	1	6	-2	-4	-1	0	0	-2.7
C[C@H](CO)N1C[C@H](C)[C@@H](CN(C)S(=O)(=O)c2ccccc2)Oc2ccc(NC(=O)CCC(F)(F)F)cc2C1=O	-0.9	-15	2	-7	-1	0	1	-1	-5	-0.9
Cc1ccc(-n2nc3c(=O)n(CCCC(=O)NCCc4ccccc4)nc(C)c3c2C)cc1	-1.0	6	-1	-6	-1	1	3	-2	-4	0.0
COC(=O)CC1C(=O)NCCN1C(=S)Nc1ccc(F)cc1 (stereo not given)	-0.9	31	-3	0	-1	-2	·	-9	-9	-1.9
Cc1nc(=O)c(-c2ccccc2)c(C)n1-c1ccc(C(=O)O)cc1	0.1	16	1	1	0	-1	·	2	-10	1.4
COc1cccc2cc(C(=O)N3CCCCC3C)c(=O)oc12 (stereo not given)	·	23	1	-6	0	-4	-4	-2	9	-2.1
O=C(C1CCN(S(=O)(=O)Cc2ccccc2)CC1)N1CCCc2ccccc21	·	-14	-13	-1	-1	1	-5	-17	0	-1.1
CC12CCC(C(=O)Nc3nccs3)(OC1=O)C2(C)C (stereo not given)	-2.1	-12	5	-1	1	-3	2	-3	-3	1.0
COc1cc(NC(=O)CN2CCN(CC(=O)Nc3ccccc3OC)CC2)cc(OC)c1	·	-28	-7	-3	0	0	-4	-5	0	-2.9
CCN1CCN(c2ccc(S(=O)(=O)N3CCCCC3)cc2NC(=O)CC(NC(C)=O)c2ccccc2)CC1 (stereo not given)	0.0	25	0	·	0	·	1	5	-11	·
Cn1c(=O)n(CCc2ccccc2)c(=O)c2c1nc1n2CCCN1Cc1ccccc1	0.0	-32	-1	22	-2	-1	-4	-1	-9	-0.5
CC(OC(=O)c1ccc2ncsc2c1)C(=O)Nc1ncc(Cl)cc1Cl (stereo not given)	-2.9	13	7	0	1	-5	2	10	-2	-2.0

One compound at a time (already shown). Order of values: CAL PDZ FP-1	SR-BI uptake up	cardiac RTF act	Rtt109 HAT inh	DAGLB inhibitor	Keap1-Nrf2 PPI	CAL PDZ FP-2	PKA-R2B activ	Cardiac RTF inh	LANA DNA inh
`O=C(COc1cc(=O)n2c(n1)SCCC2)c1ccccc1` is listed as -0.8	-16	-1	-4	-1	1	2	11	-1	2.4
`Cc1nnc(NC(=O)c2c(-c3ccccc3Cl)noc2C)s1` is listed as ·	15	3	-1	-1	-1	-1	-1	1	1.0
`O=S(=O)(c1ccccc1)c1nc(Cc2ccccc2)oc1N1CCOCC1` is listed as -1.4	10	-3	5	-6	-20	-5	-3	-4	-1.5
`O=C(NCCc1c[nH]c2ccccc12)C(=O)NCC(c1ccco1)N1CCN(c2ccc(F)cc2)CC1` (stereo not given) is listed as 0.4	-28	8	0	5	-1	-2	-12	11	5.3

Remaining list, next part:
SMILES	CAL PDZ FP-1	SR-BI uptake up	cardiac RTF act	Rtt109 HAT inh	DAGLB inhibitor	Keap1-Nrf2 PPI	CAL PDZ FP-2	PKA-R2B activ	Cardiac RTF inh	LANA DNA inh
Cc1ccc(-c2nc3ccccc3c(=O)n2CCCN2CCOCC2)cc1	-3.8	3	3	-1	6	4	-1	0	6	1.1
N#Cc1c(-c2ccc(Cl)cc2)cc(-c2cccs2)nc1SCC(=O)O	-9.3	20	-2	-10	6	2	-9	-4	6	2.8
Cc1n[nH]c(C)c1CCCCOc1ccccc1F	-0.6	2	-7	-7	-4	3	-1	0	-1	1.2
Nc1ncnc2c1ncn2[C@H]1CC[C@@H](CO)O1	-2.4	-6	-2	4	2	-5	-1	0	-11	-1.4
CC1CCN(C(=O)Cn2cnc3c(cnn3C(C)(C)C)c2=O)CC1	-1.5	13	5	0	0	-5	-5	-6	3	-0.4
CCOC(=O)c1ccc(OC)c(OC)c1Cl	-0.3	-10	-4	-1	1	-1	-5	-6	-1	0.5
O=C(NNC(=O)c1csc(N2CCOCC2)n1)c1ccc(Cl)nc1	-1.0	2	-3	9	-1	-4	-1	6	7	-0.3
CCCCOC(=O)c1[nH]c2c(c1C)C(=O)CC(c1cc(OC)c(OC)c(OC)c1)C2 (stereo not given)	-0.4	-69	7	1	0	-4	·	-9	-5	2.8
CCCCCn1c(CN(C)Cc2ccccc2)nc2c1c(=O)n(C)c(=O)n2C	-2.8	-2	5	1	-6	-2	-5	11	-2	-0.5
O=C(COC(=O)/C=C/C(=O)N1CCN(c2ccccc2)CC1)NCc1ccc(F)cc1	0.1	53	0	5	3	1	13	1	-4	1.5
COc1ccc(C2CC(C(F)(F)F)n3nc(C(=O)O)c(Br)c3N2)cc1 (stereo not given)	0.0	16	-5	-16	4	2	1	3	-23	-0.1
COc1ccc(NC(=O)C2CCCN(S(=O)(=O)c3c(C)[nH]c(=O)[nH]c3=O)C2)cc1Cl (stereo not given)	-3.1	2	6	-1	-1	-3	1	-2	-2	-0.7
Cc1cc(C)nc(NC(=O)c2cccc([N+](=O)[O-])c2)c1	-1.3	-21	13	1	0	-4	-3	-7	-2	1.2
O=C(CSCCc1ccccn1)Nc1cccnc1	0.3	-3	4	-5	-6	0	-3	-1	1	1.7
CC1CCCC(NC(=O)COC(=O)COc2ccc(Cl)cc2)C1C (stereo not given)	-2.1	9	-3	-2	-4	-5	-1	-11	2	-0.7
N/C(=N\O)c1ccccc1-n1cccc1	0.4	-26	0	-4	-2	-3	3	-8	6	-0.5
O=C(Nc1nc2ccccc2[nH]1)c1ccc(S(=O)(=O)N2CCOCC2)cc1	-1.0	·	-4	8	-1	-5	-1	-8	-4	0.0
Fc1ccccc1OCCn1c(=S)[nH]c2ccccc21	-0.9	-5	-7	4	-5	-3	-3	5	-4	0.3
O=C(CN1C(=O)COc2ccc(S(=O)(=O)N3CCCCC3)cc21)NCc1ccc(Cl)cc1	-0.5	4	0	14	2	-5	2	1	-3	1.7
Nc1ccccc1C(=O)NCc1ccco1	0.1	34	1	-5	-1	2	-6	1	-1	0.3
O=C(Nc1ccc(Cl)cc1Cl)Nn1cnnc1	-0.5	-1	-3	-18	0	1	·	2	-6	2.7
O=C(CSc1nccc(=O)[nH]1)Nc1ccccc1Sc1ccccc1	-0.6	8	1	2	3	1	-4	-2	-11	0.6
CN(C)c1cc(-c2ccccc2)nc(-c2ccccc2)n1	-2.0	-39	1	-3	2	-5	-4	1	-2	-0.6
Cc1ccc(OCC(O)CN2CCN(c3ccccc3)CC2)cc1 (stereo not given)	0.2	34	-3	-3	-8	-1	0	-1	4	-0.3
OC(C#CCCN1CCCCC1)(c1ccccc1)C1CCCCC1 (stereo not given)	-0.1	-16	5	2	-1	2	·	2	3	0.1
Cc1ccc(N=Nc2c(N)nn(-c3ccccc3)c2N)cc1	-1.6	-35	4	4	-1	-3	-3	-12	-5	-1.2
CCOC(=O)C1CCN(S(=O)(=O)c2ccc3c(c2)NC(=O)C(C)S3)CC1 (stereo not given)	-0.9	-6	-2	4	-1	-2	-7	-3	-5	-0.5
Cc1cccc(C(=O)C2CCN(S(=O)(=O)c3cccc(C(=O)O)c3)CC2)c1	-2.0	-11	-1	-6	3	-2	10	8	-11	0.2
CCn1c(SCc2nc(-c3ccccc3)no2)nc2ccccc21	-1.0	-3	-4	-3	-5	0	-2	-9	-8	-0.3
COc1ccc(CN2CCN(C(=O)CC(C)C)CC2)c(OC)c1OC	0.1	37	2	-18	-2	-4	0	-4	-9	-1.2
C#CCOCCOCCOCCNc1nc(N2CCN(C(=O)[C@H](CCCCN)n3cc([C@@H](N)C(C)CC)nn3)CC2)nc(N2CCN(C(=O)[C@H](Cc3ccc(O)cc3)n3cc([C@@H](N)CC(C)C)nn3)CC2)n1 (stereo not given in full)	-0.3	-24	3	-5	0	-9	0	-13	-6	-4.0
COc1ccc(S(=O)(=O)N2CCCCC2)cc1NC(=O)C1COc2ccccc2O1 (stereo not given)	-1.3	-32	12	-8	-4	-1	4	5	-24	-1.0
